CCT chaperon mod = modulators of cytosolic chaperonin (CCT/TRiC) activity. 360,000 tested, 0.3% active. activity change, % (no concentration beside the values), hits read low. purified chaperonin ATPase assay, HTRF ADP detection, 30 min. AID 651819; in the data active means activity change below about -30%; further: on the % scale 0 is the no-effect control and ±100 the full control effect
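Enzyme 40 or 20 nM (batch-dependent) in Tris pH 7.4/KCl/MgCl2/DTT; cpd 76 uM single point; ATP 10 uM; 30 min 37 °C; Transcreener ADP HTRF detection, 30 min RT; ratio 665/615.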
EPAC1 agonist = EPAC1 (human) agonism | O95398 | EPAC1 agonist qHTS, biochemical assay; response scale: 100% = response to 6.5 mM cAMP | Potency, µM (series often up to 154 µM), for the others: at the top dose activation, actives largely listed as activators | 360,000 tested, 0.073% active | AID 720707; further: potency means the concentration at half of the fitted maximal effect; nearly all actives have a fitted effect of over 60% in size
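EPAC1 100 nM, Rap1B–BODIPY-GDP 250 nM, unlabeled GDP 50 uM; compound titration; 5 min RT; kinetic read ex480/em540 at 5-min intervals ×30 min; data normalized to 6.5 mM cAMP agonist control.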
EPAC2 antag = EPAC2 (human) antagonism | Q8WZA2 | EPAC2 GEF exchange of Rap1B-BODIPY-GDP, fluorescence | Potency, µM (titrated, usually from 114 µM), for inactives: at the top dose activity, negative = inhibition, hits mostly inhibitors | 360,000 tested, 0.18% active | AID 720708; further: potency means the concentration at half of the fitted maximal effect; on the % scale 0 is the no-effect control and ±100 the full control effect; nearly all actives have a fitted effect of over 45% in size; many of its hits are not listed in these tables
PI5P4Ka inh = inhibitors of human PI5P4K alpha; P48426; PI5P4Kalpha enzyme, ADP-Glo luminescence, 60 min; hits give low values; max response, %; 330,000 tested, 1.2% active; AID 652105; active means max response of -50% or lower; inconclusive means between -30% and -50%; inactive means -30% or higher; further: value at the top dose of about 77 µM; on the % scale 0 is the no-effect control and ±100 the full control effect
Target sequence (P48426 whole entry, looked up): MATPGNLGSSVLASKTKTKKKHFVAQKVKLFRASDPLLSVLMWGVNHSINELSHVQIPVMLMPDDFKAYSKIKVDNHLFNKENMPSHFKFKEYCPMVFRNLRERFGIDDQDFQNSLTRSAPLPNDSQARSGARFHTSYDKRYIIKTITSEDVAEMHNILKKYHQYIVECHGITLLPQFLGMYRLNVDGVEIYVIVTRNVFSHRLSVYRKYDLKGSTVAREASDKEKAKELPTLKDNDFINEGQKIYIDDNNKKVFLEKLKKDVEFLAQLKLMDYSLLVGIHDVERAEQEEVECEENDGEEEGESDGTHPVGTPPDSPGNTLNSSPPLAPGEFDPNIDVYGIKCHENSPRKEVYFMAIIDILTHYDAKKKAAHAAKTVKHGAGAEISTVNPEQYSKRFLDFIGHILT
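Quantitative HTS of the MLSMR library against PI5P4Kalpha with substrate. ATP added last at 5 microM final; room temperature, 60 minutes. Remaining ATP depleted, ADP converted and read as luminescence.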
Mm-Cpn inhibitor = blocks the Methanococcus maripaludis chaperonin Mm-Cpn | purified Mm-Cpn ATPase, ADP Transcreener TR-FRET | 330,000 tested, 0.031% active | Potency, µM (doses to about 76.9 µM), inactives show at the highest dose activity, negative = inhibition, most hits filed as inhibitors; further: potency means the concentration at half of the fitted maximal effect; on the % scale 0 is the no-effect control and ±100 the full control effect; nearly all actives have a fitted effect of over 80% in size
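Inhibition of chaperonin ATP hydrolysis is measured as reduced ADP production, detected by competitive TR-FRET in which signal falls with ADP. Final enzyme 25 nM and ATP 10 uM, reacted 30 min at 37°C.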
EPAC1 antag = blocks human EPAC1 exchange factor; Potency, µM (highest dose often 115 µM), for inactives: at the highest dose activity change, negative = inhibition, usual class: inhibitors; O95398; AID 720709; 360,000 tested, 0.14% active; EPAC1 GEF assay, Rap1b-BODIPY-GDP exchange fluorescence;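 further: potency means the concentration at half of the fitted maximal effect; plate controls were vehicle for no effect and positive control for full effect; nearly all actives have a fitted effect of over 50% in size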
WRN inhibitor = inhibitors of human WRN helicase; Potency, µM (highest dose often 114 µM), for the others: top-dose activity change, negative = inhibition, usual class: inhibitors; AID 651768; 360,000 tested, 0.46% active; WRN helicase unwinding, fluorescent forked duplex, kinetic; Q14191; further: potency means the concentration at half of the fitted maximal effect; on the % scale 0 is the no-effect control and ±100 the full control effect; nearly all actives have a fitted effect of over 55% in size
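Fluorescence dequenching readout, ex 525 nm/em 598 nm, kinetic mode: forked duplex DNA (100 nM final) with adjacent fluorophore and quencher unwound by WRN (20 nM final) with 2 mM ATP. Compound preincubation 15 min, room temperature.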
PLK1 PBD inh = blocks phosphopeptide binding to human PLK1 polo-box domain; P53350; Plk1 PBD binding of FITC phosphopeptide, fluorescence polarization; Potency, µM, for inactives: max response, negative = inhibition, hits mostly inhibitors; 360,000 tested, 2.8% active; further: potency means the concentration at half of the fitted maximal effect; series mostly up to about 57 µM; on the % scale 0 is the no-effect control and ±100 the full control effect; nearly all actives have a fitted effect of over 65% in size
Target sequence (P53350 whole entry, looked up, the tested form may be a part): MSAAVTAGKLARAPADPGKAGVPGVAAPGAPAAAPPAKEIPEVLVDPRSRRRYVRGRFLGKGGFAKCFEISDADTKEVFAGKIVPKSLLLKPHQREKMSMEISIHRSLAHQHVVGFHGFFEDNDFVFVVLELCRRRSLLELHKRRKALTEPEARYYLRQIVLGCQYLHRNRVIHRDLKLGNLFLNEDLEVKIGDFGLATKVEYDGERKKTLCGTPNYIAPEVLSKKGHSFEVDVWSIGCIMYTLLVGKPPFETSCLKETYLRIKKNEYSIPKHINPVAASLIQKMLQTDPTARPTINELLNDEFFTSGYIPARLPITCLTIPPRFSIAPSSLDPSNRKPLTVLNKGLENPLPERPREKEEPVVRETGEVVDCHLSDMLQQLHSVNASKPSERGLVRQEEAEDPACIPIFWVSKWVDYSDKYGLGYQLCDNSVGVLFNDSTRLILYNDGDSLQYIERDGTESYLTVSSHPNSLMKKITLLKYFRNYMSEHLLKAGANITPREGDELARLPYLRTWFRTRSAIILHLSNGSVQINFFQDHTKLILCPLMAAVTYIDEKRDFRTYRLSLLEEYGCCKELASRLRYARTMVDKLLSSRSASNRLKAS
* hit, by the source's call; ? = inconclusive; / = no result given; [ ] = dose if it differs, or a comment. Unless noted, the call rests on the fitted dose curve; in most records, active means well fitted curve in the direction sought with a large enough effect; inconclusive means small, poorly fitted or top-dose-only effect, or another doubt; inactive means no such curve, though single readings can be large; an effect the other way counts as inactive or inconclusive.

nr	SMILES	CCT chaperon mod	EPAC1 agonist	EPAC2 antag	PI5P4Ka inh
1	COC(=O)/C(N=Nc1c(C)n(C)n(-c2ccccc2)c1=O)=C(\C)O	-0.2	11%	-6%	6
2	COc1ccc(/C=N/NS(=O)(=O)c2ccc(F)cc2)cc1CN1CCSCC1	-0.1	-4%	-4%	9
3	N#Cc1cccc(-c2csc(C(O)(c3ccccc3)C(F)(F)F)n2)c1 (stereo not given)	-5.6	3%	-25%	25
4	CCn1c(SCc2cccc(C(=O)O)c2)nnc1-c1ccc(Cl)cc1	0.5	10%	-5%	6
5	N#CC1=C(N)N(c2ccccc2)C2=C(C(=O)CCC2)C1c1ccccc1 (stereo not given)	-2.3	-3%	-8%	/
6	CCCS(=O)(=O)N1CCc2ccc(NC(=O)c3ccccc3Cl)cc2C1	-1.3	0%	-2%	-7
7	Cn1cccc1/C=C1\SC(=Nc2cccc(O)c2)NC1=O	0.6	1%	6%	-55*
8	COc1cc2c(C(=O)N3CCOCC3)c(CSc3ccccc3)n(C)c2cc1Br	0.2	10%	-20%	8
9	COc1cc(C(=O)Nc2nnc(CC(=O)N3CCOCC3)s2)cc(OC)c1OC	-2.4	2%	0%	-4
10	OC(c1ccc2c(c1)OCO2)c1nccc2ccccc12 (stereo not given)	1.5	-1%	15%	/

nr	Mm-Cpn inhibitor	EPAC1 antag	WRN inhibitor	PLK1 PBD inh
1	1%	-10%	0%	-22%
2	1%	-12%	-13%	2%
3	/	-12%	-4%	3%
4	1%	19%	-2%	-8%
5	-3%	14%	-15%	0%
6	0%	-11%	-1%	-16%
7	-1%	-28%	-4%[11.6 µM]	-4%
8	1%	?	-20%	?
9	1%	2%	4%	-22%
10	-4%	-7%	-15%	-4%

Carrying on:
nr	SMILES	CCT chaperon mod	EPAC1 agonist	EPAC2 antag	PI5P4Ka inh
11	CC1=Nc2cccc3cccc(c23)N1	4.4	-1%	11%	-8
12	CCOC(=O)c1[nH]c(C)c(C(=O)NC2CCCC2)c1C	-0.9	0%	-7%	-2
13	O=C(CCc1c[nH]c2ccccc12)NCc1ccncc1	-0.8	4%	5%	-2
14	COc1ccc(NC(=S)NCCN2CCC(C)CC2)cc1	-2.9	-8%	-4%	5
15	O=C(CS(=O)(=O)c1ccccc1)Nc1nc2ccccc2s1	0.7	-4%	-4%	-9
16	COc1ccccc1NC(=O)COC(=O)c1ccc(N2CCCC2=O)cc1	-2.6	0%	5%	0
17	Cc1ccccc1CS(=O)(=O)CCC(=O)O	-0.1	3%	0%	-1
18	CC(N=C1NS(=O)(=O)c2ccccc21)C(=O)OCC(=O)N(C)C1CCS(=O)(=O)C1 (stereo not given)	-1.5	5%	2%	-1
19	CN1CCN(c2nc(-c3ccccc3)ncc2S(C)(=O)=O)CC1	0.3	5%	5%	3
20	Cc1ccc(S(=O)(=O)N2CCN(C(=O)CCn3nc(C)c(C)c3C)CC2)cc1	-2.5	6%	1%	-12

nr	Mm-Cpn inhibitor	EPAC1 antag	WRN inhibitor	PLK1 PBD inh
11	-2%	9%	-23%	-3%
12	1%	-3%	5%	-2%
13	4%	-1%	-27%	-6%
14	2%	17%	-4%	7%
15	0%	1%	10%	-12%
16	0%	-8%	8%	-4%
17	2%	-9%	-4%	-2%
18	-1%	11%	-5%	1%
19	0%	-18%	8%	-12%
20	-1%	8%	-8%	-7%

New compounds follow:
nr	SMILES	CCT chaperon mod	EPAC1 agonist	EPAC2 antag	PI5P4Ka inh
21	Cc1ccc(NC(=O)CC2OC(=O)c3ccccc32)cc1S(=O)(=O)N1CCCCCC1 (stereo not given)	0.9	2%	-6%	-7
22	Cc1ccc(N(C(=O)Cn2nnc(-c3ccccc3F)n2)C(C(=O)NC2CCCC2)c2ccncc2)cc1 (stereo not given)	-3.3	3%	-8%	9
23	Cc1cccc(Cn2c(C(C)O)nc3ccccc32)c1 (stereo not given)	0.9	-1%	-19%	4
24	O/C(=C\c1ccc2ccccc2n1)c1ccncc1	-0.8	-10%	7%	-12
25	COc1ccc(C(=O)Nc2ccc(C3=NNC(=O)CC3C)cc2NC(=O)c2ccc(OC)cc2)cc1 (stereo not given)	-0.5	2%	-23%	8
26	Cc1nnc(SCC(=O)NC2CCCC2)n1C(C)C	1.2	13%	6%	8
27	COc1ccc(NC2CC(=O)N(c3ccc(C(=O)O)cc3)C2=O)cc1 (stereo not given)	-0.6	-2%	-20%	0
28	CCOC(=O)C1CCCN(C(=O)c2cnn3c(C(F)F)cc(-c4ccc(C)cc4)nc23)C1 (stereo not given)	0.9	-6%	-3%	5
29	O=S(=O)(NCC1CCCN(Cc2ccccc2O)C1)c1cccc2cccnc12 (stereo not given)	-1.4	-4%	-5%	-8
30	COC(=O)c1cc(C(=O)NCCN2C(=O)S/C(=C\c3cccs3)C2=O)cc([N+](=O)[O-])c1	-0.9	6%	-19%	0

nr	Mm-Cpn inhibitor	EPAC1 antag	WRN inhibitor	PLK1 PBD inh
21	0%	11%	-4%	1%
22	-1%	-5%	2%	-1%
23	0%	-24%	-6%	-3%
24	-1%	5%	-2%	0%
25	1%	?	-11%	1%
26	-1%	-5%	0%	0%
27	1%	-8%	-11%	-13%
28	0%	-18%	1%	-3%
29	1%	-1%	?	-2%
30	-1%	-25%	-5%	?

Continued:
nr	SMILES	CCT chaperon mod	EPAC1 agonist	EPAC2 antag	PI5P4Ka inh
31	O=C(CN1CCN(c2ccccc2)CC1)Nc1ccccc1Sc1ccccc1	-1.0	17%	-1%	37
32	O=C1Nc2ccc([N+](=O)[O-])cc2OC1CCN1CCN(Cc2ccccc2)CC1 (stereo not given)	3.0	2%	2%	-10
33	CO/N=C/c1ccc(Sc2ccccc2N)c([N+](=O)[O-])c1	-0.4	4%	-6%	-5
34	CCOC(=O)c1c2ccc(OCC(=O)N/N=C/c3ccc(C)cc3)cc2n2ccccc12	-0.5	2%	25%	-22
35	O=C(Cn1nc(-c2cccc(Cl)c2)ccc1=O)Nc1ccc(C(=O)NC2CC2)cc1	0.5	-5%	0%	0
36	COc1ccc2[nH]c3c(=O)n(Cc4ccc(C(=O)N5CCC(C(N)=O)CC5)cc4)c(=S)[nH]c3c2c1	-0.2	1%	-9%	-59*
37	Cc1ccc(C)c(-n2c(SCC(=O)O)nc3sc4c(c3c2=O)CCCC4)c1	1.5	4%	9%	11
38	COc1cccc(C(=O)OCC(=O)NCCc2ccccc2)c1OC	-1.8	5%	3%	-10
39	Cc1nc2c(OCc3cccc(Cl)c3)cccn2c1N(C)Cc1cccs1	-1.6	3%	-12%	-12
40	Cc1cc(Br)ccc1NC(=O)CN(C)C(=O)C1CSC2(C)CCC(=O)N12 (stereo not given)	2.9	6%	-6%	1

nr	Mm-Cpn inhibitor	EPAC1 antag	WRN inhibitor	PLK1 PBD inh
31	0%	-3%	-16%	1%
32	-10%	-19%	-1%[57.1 µM]	3%
33	-1%	-18%	-7%	-3%
34	-5%	8%	-2%	-8%
35	3%	17%	10%	-5%
36	-6%	-26%	-9%	21µM*
37	-1%	7%	-7%	-11%
38	-4%	9%	1%	-16%
39	/	-7%	-2%[57.1 µM]	0%
40	2%	6%	5%	0%

Two compounds from above with just PI5P4Ka inh:
no.	SMILES	PI5P4Ka inh
33	CO/N=C/c1ccc(Sc2ccccc2N)c([N+](=O)[O-])c1	-5
34	CCOC(=O)c1c2ccc(OCC(=O)N/N=C/c3ccc(C)cc3)cc2n2ccccc12	-22

Results in sequence from the entries so far.
Nos. 31–40 in CCT chaperon mod: -1.0, 3.0, -0.4, -0.5, 0.5, -0.2, 1.5, -1.8, -1.6, 2.9
Nos. 31–40 in WRN inhibitor: -16%, -1%[57.1 µM], -7%, -2%, 10%, -9%, -7%, 1%, -2%[57.1 µM], 5%
Nos. 31–40 in EPAC1 antag: -3%, -19%, -18%, 8%, 17%, -26%, 7%, 9%, -7%, 6%

Next compounds:
nr	SMILES	CCT chaperon mod	EPAC1 agonist	EPAC2 antag	PI5P4Ka inh
41	Cc1cccc(NC(=O)CCC(=O)N/N=C/c2ccco2)c1C	-2.2	-3%	12%	-8
42	O=C(Nc1ccc(NC(=O)c2ccc(Cl)cc2Cl)cc1)c1cccs1	1.0	-3%	-1%	-3
43	O=[N+]([O-])c1ccc(S(=O)(=O)N2CCN=C2SCc2cccnc2)cc1	0.3	-11%	-9%	-15
44	Cc1ccc(CNC(=O)COC(=O)CCOc2ccc(C)cc2)cc1	0.7	-8%	-4%	3
45	O=C(COC(=O)CNC(=O)c1ccccc1)NCCCc1ccccc1	-1.1	-6%	-8%	0
46	O=C(COC(=O)c1n[nH]c(=O)c2ccccc12)Nc1ccccc1	0.5	-58%[inhibitor]	-6%	0
47	NC(=O)c1cc(S(=O)(=O)N2CCc3ccccc3C2)cs1	-1.9	8%	4%	5
48	Cc1csc(NC(=O)CSc2nc(=O)n(CCN(C)C)c3c2CCCC3)n1	-2.4	-2%	14%	4
49	O=C(c1cccc(C(F)(F)F)c1)C1CCCN(C(=O)CCCn2cncn2)C1 (stereo not given)	-4.0	1%	-1%	3
50	Cc1cc(C)c(NC(=O)CS(=O)CC(=O)NC2CCCc3ccccc32)c(C)c1 (stereo not given)	-0.5	1%	-4%	1
51	COCC(=O)N1CCCc2ccccc21	2.5	-1%	13%	-1
52	CCNC(=O)COC(=O)c1cc(C)n(-c2ccccc2)c1C	-19	0%	-5%	-1
53	O=C(Nc1nnc(C2=COCCO2)o1)c1ccc(F)cc1	0.7	1%	4%	-6

nr	Mm-Cpn inhibitor	EPAC1 antag	WRN inhibitor	PLK1 PBD inh
41	-1%	5%	4%	-3%
42	1%	-12%	-3%	-4%
43	-2%	?	8%	?
44	-5%	-14%	5%	5%
45	1%	5%	8%	-1%
46	-1%	-12%	-18%	-5%
47	2%	4%	-23%	21µM*
48	-1%	3%	5%	-3%
49	3%	-2%	2%	-7%
50	-1%	-14%	-6%	?
51	0%	-11%	-16%	-2%
52	1%	-11%	1%	-13%
53	0%	-3%	6%	2%

PI5P4Ka inh: what is marked active above.
item	SMILES	CCT chaperon mod	EPAC2 antag	PI5P4Ka inh	Mm-Cpn inhibitor	EPAC1 antag	WRN inhibitor	PLK1 PBD inh
7	Cn1cccc1/C=C1\SC(=Nc2cccc(O)c2)NC1=O	0.6	6%	-55*	-1%	-28%	-4%[11.6 µM]	-4%
36	COc1ccc2[nH]c3c(=O)n(Cc4ccc(C(=O)N5CCC(C(N)=O)CC5)cc4)c(=S)[nH]c3c2c1	-0.2	-9%	-59*	-6%	-26%	-9%	21µM*

Only part of the results is shown, so the mix of outcomes need not match the whole.
